# High-throughput results as filed in PubChem BioAssay.
# hcGAS inh: blocks human cGAS activity. Q8N884. recombinant h-cGAS, ATP depletion, Kinase-Glo luminescence. inhibition, % at 12.5 µM. 0.081% of 290,000 active;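 note: 0% = vehicle reaction and 100% = reaction without DNA for no activity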
# Target sequence (Q8N884 whole entry, looked up): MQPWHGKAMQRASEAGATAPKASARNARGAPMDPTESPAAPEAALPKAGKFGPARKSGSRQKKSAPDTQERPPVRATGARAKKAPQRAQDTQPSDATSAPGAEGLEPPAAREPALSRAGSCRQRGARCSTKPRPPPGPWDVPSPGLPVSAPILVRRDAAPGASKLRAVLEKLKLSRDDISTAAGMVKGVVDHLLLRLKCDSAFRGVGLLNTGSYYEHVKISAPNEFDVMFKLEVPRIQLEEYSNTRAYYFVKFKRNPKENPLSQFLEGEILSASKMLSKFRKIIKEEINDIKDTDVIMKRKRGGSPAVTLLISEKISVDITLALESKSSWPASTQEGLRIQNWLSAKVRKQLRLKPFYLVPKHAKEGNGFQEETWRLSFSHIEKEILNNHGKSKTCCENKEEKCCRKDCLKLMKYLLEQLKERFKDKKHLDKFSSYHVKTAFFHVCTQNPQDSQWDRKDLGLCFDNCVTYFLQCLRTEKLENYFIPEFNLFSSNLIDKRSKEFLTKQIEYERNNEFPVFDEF
# mcGAS lum: inhibitors of mouse cGAS | 0.15% of 160,000 active | inhibition, % at 12.5 µM | Q8C6L5 | recombinant cGAS, Kinase-Glo ATP depletion luminescence;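 note: 0% = negative control wells and 100% = reference inhibitor with no enzyme activity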
# NPYLR7 agonist: mosquito NPYLR7 agonism; activation, % at 10 µM; 0.15% of 270,000 active; HEK293T NPYLR7/Galpha15, GCaMP6s calcium fluorescence; AID 1259423; in the data active = activation above about 40%;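 note: 0% = vehicle and 100% = reference agonist at the receptor; some compounds past the cut are filed as inactive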
# The depositor's hits bear a star; x = no result given; & = joins results of further samples. Cut-off read from the data, not from the text of the source, unless noted: active = inhibition above about 40%; inactive = the rest.
# Values in the order: hcGAS inh | mcGAS lum | NPYLR7 agonist
CC(C)NC(=O)CSc1ncnc2c1nnn2C
  -6 | x | 1
CC(O)CNc1nc2ccccc2n1Cc1nnnn1C1CC1 (stereo not given)
  -14 | x | 4
O=C(C=CC1=NC2C=CC=CC2N1)c1c(-c2ccccc2)c2cc(Cl)ccc2[nH]c1=O (stereo not given)
  -6 | x | -2
COc1cccc(CN2CCN(c3ccc(Cl)cc3)C(=O)C2C)c1 (stereo not given)
  1 | -6 | 0
CSc1ncc(CNC2CCCCC2C)c(N2CCOCC2)n1 (stereo not given)
  -3 | -1 | -6
CC(C)C(=O)Nc1nc2c(s1)-c1cccc3cccc-2c13
  -7 | x | 8
COc1ccc(OC)c(-n2ccnc2-c2cccc(O)c2)c1
  0 | -8 | 4
COc1cc(/C=C2/NC(=S)NC2=O)cc(Br)c1OC(=O)C12CC3CC(CC(C3)C1)C2
  -5 | -6 | -5
CC(C)SC(NC(=O)OCc1ccccc1)C(=O)NCc1nc2ccccc2[nH]1 (stereo not given)
  -6 | x | -7
O=C(NC1CCCCC1)N(CC(=O)N1c2ccccc2-n2cccc2C1c1ccccc1)C1CC1 (stereo not given)
  -4 | -5 | -6
CCCSc1nc2c(c(=O)[nH]1)C(c1sccc1C)C(C(=O)OCC)C(C)=N2 (stereo not given)
  -4 | -7 | 1
CCCn1c(C(=O)NCC(=O)c2ccccc2)cc2c(=O)n(C)c(=O)n(C)c21
  -8 | -9 | -4
O=C(O)c1ccc(CNC(=O)c2cccc3c2OCCO3)cc1
  -16 | x | 8
O=C(Nc1nc([C@@H]2O[C@H](CO)[C@@H](O)[C@H](O)[C@H]2O)cs1)Nc1ccc(Br)cc1Br
  -4 | -4 | 14
Cc1nccn1-c1ccc(NC(=O)C2CCCN(C/C=C/c3ccc(F)cc3)C2)cc1 (stereo not given)
  -7&3 | -3 | 11&-12
Cc1nn2cc(CNC(=O)COc3c(C)ccc(C)c3C)nc2s1
  -1 | x | -3
CC1=C(C(=O)OCC(C)C)C(c2ccccc2OCc2ccccc2)C2=C(CC(c3ccccc3)CC2=O)N1 (stereo not given)
  -7 | -4 | 2
O=C1Nc2ccccc2/C1=N/n1cnc2c(cnn2-c2ccccc2)c1=O
  10 | 14 | -16
C/C=C/C=Cc1nc(-c2cnccn2)no1
  -7 | x | 0
CCCCCCCCC(=O)Nc1c(-c2cc(C)cc(C)c2)nc2cc(C)ccn12
  2 | 1 | -5
CC(C)N=C1NN=C(c2cc3ccccc3o2)CS1
  -15 | -6 | 6
COc1ccc(C=CC(=O)OC(C)CN2CCCCC2)cc1 (stereo not given)
  -6 | -5 | -4
Cc1ccc2nc(COC(=O)c3cnccn3)cc(=O)n2c1
  4 | x | 0
COc1cc(/C=N\N=C2/NC(=O)C(CC(=O)Nc3cccc(Cl)c3Cl)S2)ccc1O (stereo not given)
  -4 | x | 14
COCC(=O)N(Cc1csc(COc2cccc(C)c2C)n1)C(C)C
  -3 | -6 | 10
Cc1c(C(=O)O)cccc1-c1ccccn1
  -7 | -17 | -3
COc1ccc(OC)c2sc(N(CCN(C)C)C(=O)c3cccc([N+](=O)[O-])c3)nc12
  -6 | -7 | -4
Cc1cc2c(cc1S(N)(=O)=O)S(=O)(=O)CCC2
  5 | -5 | 7
CN(Cc1ccc(C(=O)NC2CC2)cc1)C(=O)c1cccc(F)c1
  -8 | x | 0
Cc1cccc(C)c1OCC(=O)Nc1ccc(-c2nnc(N(C)C)o2)cc1
  4 | x | 0

# One compound at a time, from the list above. Values in the order: hcGAS inh | mcGAS lum | NPYLR7 agonist
# Cc1c(C(=O)O)cccc1-c1ccccn1 reads -7 | -17 | -3
# Cc1ccc2nc(COC(=O)c3cnccn3)cc(=O)n2c1 reads 4 | x | 0
# O=C(C=CC1=NC2C=CC=CC2N1)c1c(-c2ccccc2)c2cc(Cl)ccc2[nH]c1=O (stereo not given) reads -6 | x | -2
# O=C(NC1CCCCC1)N(CC(=O)N1c2ccccc2-n2cccc2C1c1ccccc1)C1CC1 (stereo not given) reads -4 | -5 | -6
# O=C(Nc1nc([C@@H]2O[C@H](CO)[C@@H](O)[C@H](O)[C@H]2O)cs1)Nc1ccc(Br)cc1Br reads -4 | -4 | 14

# Next section:
# Values in the order: hcGAS inh | mcGAS lum | NPYLR7 agonist
COc1cccc(CN2CCC(C(=O)NC(c3ccc(Cl)cc3)c3cnccn3)CC2)c1 (stereo not given)
  0 | 1 | -18
S=c1nc(Cc2cccs2)[nH][nH]1
  -21 | -8 | 1
CC(=O)O[C@@H](C)C(=O)N1CCN(Cc2cc(=O)c(OCc3ccc(-c4ccccc4C#N)cc3)co2)CC1
  -3 | -4 | 13
Cc1ccc(O)c(NC(=O)c2cnn3c(C(F)(F)F)cc(-c4ccccc4)nc23)c1
  -4 | -4 | -9
CN(Cc1ccc(Sc2ncccn2)o1)CC1CC(=O)N(C2CCCC2)C1 (stereo not given)
  -12 | x | -5
CCC(C)C(C)=NNc1ccc(S(N)(=O)=O)cc1[N+](=O)[O-] (stereo not given)
  -5 | x | 0
CCOc1ccc(-n2nnnc2CNS(=O)(=O)c2ccc(CC)s2)cc1
  -4 | -6 | -3
Nc1ccc(S(=O)(=O)N2CCCC2)cc1
  -7 | x | 8
Cn1nc(CC2CCN(C(=O)C3CC3(F)F)CC2)n(-c2ccccc2)c1=O (stereo not given)
  -5 | -15 | -2
Cc1cc(F)ccc1NC(=O)CCC1CCCN(Cc2c(C)nn(C)c2Cl)C1 (stereo not given)
  -9 | x | 12
Cc1cc(C(F)(F)F)c2c(N)c(C(=O)c3ccc4c(c3)OCO4)sc2n1
  -3 | x | 2
CC(C)=CCC/C(C)=C/CNC(=O)c1cc(N2CCCC(C)C2)nc2ccccc12 (stereo not given)
  -4 | x | 11
COc1ccc(OC)c(C(C)=NN=C(N)N)c1
  -2 | 0 | 1
Cc1csc(=O)n1CC(=O)NC1CCC(C)CC1 (stereo not given)
  -8 | -9 | 0
COc1ccccc1CN(C)C(C)C(=O)Nc1ccc2[nH]c(=O)[nH]c2c1 (stereo not given)
  6 | x | 7
CC(C)c1ccc(-n2c(=O)c3ccccc3n(CC(=O)N3CCCC3)c2=O)cc1
  -2 | 0 | -19
O=S(Cc1ccc(Cl)cc1)Cc1cccc2ccccc12 (stereo not given)
  2 | x | 7
CCN(C(=O)c1c[nH]c2c(c(C)nn2-c2ccccc2)c1=O)c1ccccc1
  -4 | -7 | 0
CCS(=O)(=O)NCc1ccc(Oc2c(OC)cccc2OC)nc1
  1 | x | -5
CC(C)=CCN1N=C(c2ccccc2)C(O)O1 (stereo not given)
  -1 | x | 8
Cc1nn(S(=O)(=O)c2ccccc2[N+](=O)[O-])c(C)c1Sc1ccccc1
  -8 | x | 1
COc1ccc(N2CCN(C(=O)C3CCCCC3C(=O)NN(C)c3ccccc3)CC2)cc1 (stereo not given)
  -7 | x | -9
Cc1ccc(S(=O)(=O)c2cnc(SCC(=O)Nc3cccc(C(F)(F)F)c3)[nH]c2=O)cc1
  6 | 7 | 6
COc1ncccc1NC(=O)Cc1cc(Cl)c2c(c1)OCCCO2
  -20 | x | 2
COc1ccc(-c2cc3c(=O)n(CC(=O)N4CCCc5ccccc54)ccn3n2)cc1OC
  -7 | -9 | 9
COc1ccc2[nH]c3c(c2c1)CCN(C(=O)CCCCCCl)C3c1ccccc1OC (stereo not given)
  -10 | -8 | 5
O=C(c1cccc(C(F)(F)F)c1)C1CCCN(C(=O)c2cccc(N3CCCC3=O)c2)C1 (stereo not given)
  -5 | -7 | 6
COc1ccc2c(c1)CCN=C2Cc1ccc(OC)c(OC)c1
  -6 | x | -1
Cc1cccc(Cn2c(SCCC(C)C)nc3c2c(=O)[nH]c(=O)n3C)c1
  -3 | x | 0
Cc1ccc(-c2csc(NC(=O)CN3C(=O)NC4(CCCCC4C)C3=O)n2)cc1 (stereo not given)
  -2 | x | -1
O=C(NS(=O)(=O)N1CCCCC1)c1occc1-c1ccccc1
  -7 | x | -22
CC(NC(=O)C12CC3CC(C1)CC(n1cncn1)(C3)C2)C(=O)N(C)C (stereo not given)
  -6 | -10 | 2
CCNC(=O)N1C[C@H]2[C@H](O)[C@@H]3C[C@H](C(=O)NC)[C@@H](O3)[C@H]2C1
  -7 | -8 | 3
CCOP(=O)(CC(CP(=O)(OCC)OCC)P(=O)(OCC)OCC)OCC
  -4 | x | -11
CC(Cc1cc2c(c(C(N)=O)c1)N(CCCO)CC2)NCCOc1ccccc1OCC(F)(F)F (stereo not given)
  -6 | -10 | -3
CC1=NC2=C(C(=O)CCC2)C(c2cccc(F)c2)C1C#N (stereo not given)
  -2 | -3 | 5
COc1ccc(Cn2ccc3nc4ccn(-c5ncn[nH]5)c(=O)c4cc3c2=O)cc1
  3 | x | -16
Cc1nnc(C2CCCN(C(=O)NC3CCCCC3)C2)s1 (stereo not given)
  -5 | -7 | -5
O=C(NCCc1ccc2c(c1)OCCO2)Nc1ccccc1F
  -7 | x | 0
CN(Cc1cccc2nccnc12)CC1Cc2ccccc2CN1C (stereo not given)
  -8 | -12 | 16
O=C(Nc1ccc(N2CCc3ccccc3C2)c(C(=O)NCC2CCCO2)c1)c1ccc(Cl)cc1Cl (stereo not given)
  -4 | -6 | 14
Cc1cc(O)c(CN2CCN(CCO)CC2)c2c1C(=O)/C(=C/c1ccccc1)O2
  -5 | -6 | 16
Cn1cc(C(C)(O)CNc2cccc(F)n2)cn1 (stereo not given)
  -9 | x | -1
CN(C)CCN(C(=O)c1cccs1)c1nc2c(F)cc(F)cc2s1
  -6 | -6 | -5
CC(C)Oc1ccc(C(=O)Nc2c3c(nn2C(C)(C)C)CSC3)cc1
  -3 | -9 | -3
COCC(C)Nc1cncc(Br)c1 (stereo not given)
  -17 | x | 0
O=C(c1cc2n(n1)CCN(Cc1c(F)cccc1Cl)C2=O)N1CCC2(CC1)OCCO2
  -3 | -3 | 0
COc1ccc(C(=O)c2nc3c(n2O)CCCCC3)cc1
  -3 | x | 11
O=C(Cc1ccccc1)Nc1cc(NC(=O)N2CCCCCC2)ccc1F
  -5 | x | 0
COc1ccccc1-c1c(C)[nH]n2c(=O)cc(-c3ccc([N+](=O)[O-])cc3)nc12
  -6 | x | -19
Cc1ccc(C)c(-n2nc(-c3ccccc3F)cc2C(=O)N2CCN(Cc3ccccc3)CC2)c1
  -9 | -4 | -1
CNC(=O)[C@@H]1C[C@H](N)CN1C(=O)Cc1sc(C)nc1C
  -10 | x | -3
CCCc1c(C(=O)N2CCCC(C(=O)OCC)C2)cnn1-c1cccc(C)c1 (stereo not given)
  -1 | -2 | 12
NC1=NC(=O)/C(=C\c2ccc3c(c2)OCO3)S1
  -1 | -4 | -4
Cc1cc(Oc2ccc3c(c2)OCO3)nc(SCc2cc(F)cc(F)c2)n1
  -2 | -5 | 24
Cn1c(=O)c2c(nc(N3CCCCCC3)n2CCSc2nc3ccccc3o2)n(C)c1=O
  -5 | x | 12
Cc1cccc2nc(C(=O)N3CCC4(CC3)c3ccccc3[C@@H](N)[C@@H]4O)cn12
  -9 | x | -4
COc1ccc(CCN(C)Cc2nc(Cc3ccc(OC)c(OC)c3)no2)cc1OC
  -6 | x | 11
CC1(C(=O)NCCC(F)(F)F)Cc2c(-c3cccc(C(F)(F)F)c3)ccnc2O1 (stereo not given)
  -10 | -8 | 2
Cc1c(C(=O)OC(C)C(N)=O)sc2nc3n(c(=O)c12)CCC3 (stereo not given)
  -5 | x | 5

# Going on with the list.
SMILES	hcGAS inh	mcGAS lum	NPYLR7 agonist
CC(C)C1CN(C(=O)c2ccc(-c3ncn[nH]3)cc2)CCC(=O)N1CC1CC1 (stereo not given)	-7	-14	3
CC(NC(=O)CC1Sc2ccccc2NC1=O)c1ccccc1Cl (stereo not given)	-4	-8	1
Cc1csc(=O)n1CCC(=O)OCc1nc2ccsc2c(=O)[nH]1	-11	x	1
CC(C(=O)O)N1C(=O)/C(=C/c2ccc(Cl)cc2Cl)SC1=S (stereo not given)	-2	2	-5
COCCn1c(SCC(=O)c2c(C)[nH]c3ccccc23)nc2cc(C(=O)NC(C)C)ccc2c1=O	-1	3	-3
NC1CCN(c2cccc(Cl)n2)CC1	-3&12	-4	-10&1
Cc1ccc(CCC(=O)N2CCC(n3cnc4ccc(F)cc43)CC2)cc1	9	2	2
COc1ccc(C(=O)CSc2nccn(-c3ccc(C)cc3)c2=O)cc1OC	0	-3	-18
CCOC(=O)N1CCC(N2CCC(CO)(Cc3ccc(OC)cc3)CC2)CC1	-6	x	8
CC(=O)NC(C)(C)c1noc(-c2ccc3c(c2)NC(=O)CCS3)n1	-6	-15	0
Cn1cnnc1SCC(=O)Nc1ccc2c(c1)OC(F)(F)O2	-5	x	4
CC(C(=O)N(C)Cc1cnn(-c2ccccc2)c1)n1cncn1 (stereo not given)	2	-12	x
CCOC(=O)c1ccc2c(c1)nc(SCC(=O)NCC1CCCO1)n2Cc1ccccn1 (stereo not given)	-3	-6	3
COc1ccc(C2=Nc3cccc4cccc(c34)N2)cc1	-16	x	11
CCCN(Cc1cccnc1)Cc1cccc2cnccc12	-12	-13	x
Cc1ccc(-n2[nH]c(-c3ccccc3F)c(-c3ccc(N)cc3)c2=O)cc1	3	x	34
CCn1c2ccccc2c2cc(CNc3nn[nH]n3)ccc21	-5	-3	-11
CN(C(=O)c1ccc(-c2nnn(C)n2)cc1)C1Cc2ccccc2C1	-4	x	0
N#Cc1ccc(Oc2cc(-n3cccn3)ncn2)cc1	-3	-7	4
Oc1cccc2ccc(/C=C/c3cc(Cl)c4c(c3)OCO4)nc12	-3	-9	9
CCc1cccc2c(C(CC(=O)NC(C)c3ccccc3)c3ccccc3C(F)(F)F)c[nH]c12 (stereo not given)	-5	-3	1

# Not a hit list; about 0.29% have a hit in one of these screens.
